# Insulin prom inh = TRM-6 insulin promoter activity inhibition. TRM-6 cells (human fetal islet line), insulin promoter-eGFP reporter, imaging; reporter expression induced with tamoxifen. inhibition, % at 2 µM. 130,000 compounds, 0.9% hits. AID 1273;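 active means inhibition above the mean plus 3 SD, with well images judged a real hit on visual review, cut at about 60% in these data, passing the limit was not always enough; inconclusive means inhibition over the cutoff but images rejected on review; inactive means inhibition not above the cutoff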
# SDO1 yeast rescue = compounds rescuing growth of sdo1-depleted yeast, bone marrow failure model | S. cerevisiae sdo1-depleted JHY4D growth rescue, OD600 30 h; active compounds read high; pdr5 snq2 efflux-pump mutant strain | z-score at 10 µM | 140,000 compounds, 0.21% hits;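 active means z-score above 3 at both the 24 hr and the 30 hr optical density reads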;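 further: z-score against mean and SD of all compound wells on the same plate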
# SDO1 yeast rescue Rescue 24 h = also measured in SDO1 yeast rescue; calls as there; z-score; S. cerevisiae sdo1-depleted JHY4D growth rescue, OD600; measured here: growth rescue at 24 h;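 0 is the plate mean of compound wells and units are plate SD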
# An asterisk follows results filed as active; i = inactive; ? = inconclusive; / = no result given.
# Each structure is followed by: Insulin prom inh	SDO1 yeast rescue Rescue 24 h	SDO1 yeast rescue
- Cc1oc2ccccc2c1-c1cn2c(n1)SCC2
    25.0	-0.46	0.19
- O=C(Cn1nnc(-c2ccccc2Cl)n1)N/N=C/c1ccc2c(c1)OCO2
    14.3	-0.59	-0.92
- CCN1CCCC1CNC(=O)c1cc2c(-c3cccc(OC)c3)nn(C)c2s1 (stereo unspecified)
    15.4	0.66	1.06
- CC1(C)Cc2ccccc2-c2nnnn21
    -71.4	-0.58	0.04
- COc1ccccc1C(OC(=O)c1cccs1)C(=O)NCc1ccco1 (stereo unspecified)
    /	2.96	2.48
- Cc1ccc(C(=O)Nc2ccccc2)cc1S(=O)(=O)Nc1ccc(Cl)cn1
    -320.0	/	/
- Cc1ccc(NC(=O)c2cc(S(=O)(=O)NCCC3=CCCCC3)ccc2F)cc1
    -26.7	-0.12	-0.19
- CC/C(=N\NS(C)(=O)=O)c1ccccc1
    8.3	0.84	0.75
- COc1ccc(NC(=S)Nc2ccccc2)cn1
    /	0.83	1.27
- O=C(OCC(=O)N1CCN(C(=O)c2ccco2)CC1)c1cc(-c2ccccc2)nc2ccccc12
    /	-1.43	-2.42
- CCc1c(C)nc2cc(-c3cc(OC)cc(OC)c3)nn2c1N1CCN(CCN2CCOCC2)CC1
    -6.7	-0.1	-0.09
- CCc1sc(N(C(=O)Cc2ccccc2)c2ccc(F)cc2)nc1-c1ccccc1
    -2.9	0.73	0.42
- CCCCOC(=O)Nc1nc2ccccc2s1
    -60.0	-0.96	-0.49
- Cc1nn(CC(=O)NCCN2CCOCC2)c(C)c1[N+](=O)[O-]
    33.3	2.18	1.53
- COc1ccc(S(=O)(=O)n2cnc3cc(C)c(C)cc32)cc1C
    /	-1.06	-1.14
- O=C(Nc1ccc(OC(F)F)c(Cl)c1)Nc1ccc2c(c1)OCO2
    i	0.92	-1.39
- CS(=O)(=O)N(CC(=O)Nc1ccccc1Sc1ccccc1)c1ccc(F)cc1
    -34.5	-1.35	-1.49
- O=C(NCCc1c[nH]c2ccccc12)C(=O)NCC(c1ccco1)N1CCN(c2ccccc2)CC1 (stereo unspecified)
    -3.5	0.79	-0.47
- Cc1cccc(OCC(=O)NC2CCCc3ccccc32)c1C (stereo unspecified)
    -67.6	0.04	-0.19
- CC1(C)CC(=O)C2=C(C1)Nc1nc(SCCN3CCOCC3)[nH]c(=O)c1C2c1cccs1 (stereo unspecified)
    -40.0	-0.01	0.06
- COc1cc(C(=O)NC(=S)Nc2ccc(Cl)c(C(=O)O)c2)cc(OC)c1OC
    -19.2	1.18	1.96
- COc1ccc(NC(=O)c2cc3cc(OC)ccc3oc2=N)cc1
    -18.8	-0.31	0.34
- O=C(CSc1ncnc2ccccc12)N1CCN(c2ccccc2)CC1
    0.0	/	/
- CC(=O)[C@@H]1[C@@H](C(=O)c2ccccc2)[C@]2(C(=O)Nc3ccccc32)[C@H]2C=Cc3cc(F)ccc3N12
    -13.3	-0.38	-0.38
- CCNS(=O)(=O)c1ccc(NC(=O)c2ccccc2)cc1
    -28.6	-0.97	0.56
- c1ccc(-c2nc3ccccn3c2NCc2ccc3c(c2)OCO3)cc1
    -17.1	-0.37	-0.45
- Cc1ccc2nc3c(cc(C#N)c(=O)n3CC3CCCO3)c(=O)n2c1 (stereo unspecified)
    -15.6	1.44	1.38
- COc1ccccc1S(=O)(=O)Cc1ccc(C(=O)NCc2ccc3c(c2)OCO3)o1
    /	-0.61	-0.29
- COc1ccccc1C(=O)NNC1CC(=O)N(c2ccc3c(c2)OCCO3)C1=O (stereo unspecified)
    7.9	2.74	1.76
- CCOC(=O)N1CCC(c2cc(=O)n3[nH]cc(C(=O)OC)c3n2)CC1
    /	1.38	1.62
- CCCN=C(C)c1c(-c2ccccc2)[nH]n(-c2nc3ccccc3s2)c1=O
    19.4	-0.85	-1.58
- Nc1ccc2c(c1)C(=O)N(CC1CCCO1)C2=O (stereo unspecified)
    -150.0	0.02	0.53
- CCOc1ccc2nc(NC(=O)CN3CCN(c4ccccn4)CC3)sc2c1
    53.6	1.12	0.56
- O=C1CC2CS(=O)(=O)CC2N1C1CCCCC1 (stereo unspecified)
    /	0.1	0.98
- Cn1c(=O)oc2cc(S(=O)(=O)Nc3ccc4c(c3)OCO4)ccc21
    18.2	0.98	1.47
- CC(=O)NC1=NN(C(C)=O)C(C)(c2ccc3ccccc3c2)S1 (stereo unspecified)
    11.1	0.47	0.55
- COc1ccc(CCN=C(N)NS(=O)(=O)c2ccc(OC)cc2)cc1
    41.2	-0.61	-0.3
- CCOc1ccc(N/C=C/C(=O)c2ccc(C)cc2)c([N+](=O)[O-])c1
    25.9	-0.74	-1
- CCN(CC)S(=O)(=O)c1ccc(OC)c(NC(=O)c2cc3c(=O)n4ccccc4nc3s2)c1
    -14.8	1.36	-0.03
- COC(=O)CSc1nc(C)c2c(n1)CCCC2
    26.7	/	/
- CCCCn1c(N)c(Sc2ccccc2)c(=O)[nH]c1=O
    0.0	1.75	0.62
- O=C(CCS(=O)(=O)Cc1ccccc1)NCC1CCCO1 (stereo unspecified)
    -304.6	-0.53	-0.16
- COc1cccc(-n2ccnc2SCC(=O)NCc2ccccc2)c1
    /	-0.8	-0.89
- O=S(=O)(Cc1cc(NCc2ccccc2)nc(-c2ccccn2)n1)c1ccccc1
    -15.4	/	/
- CCCCCCc1c(O)c2ccccc2[nH]c1=O
    12.1	1.07	0.3
- Cc1cccc(N2CCC(N=CN(C)C)=N2)c1
    -14.3	/	/
- Cn1c(SCC(=O)O)nc2ccccc2c1=O
    -163.6	-1.21	-0.4
- CCN(CC)S(=O)(=O)c1cccc(-c2nnc(SCc3nnc(-c4ccccc4)o3)n2C)c1
    3.6	0.26	0.38
- CC(C)(C)c1ccc(N2C(=O)Cc3c2nc(N)c(C#N)c3N)cc1
    -14.3	3.28	2.77
- CC(=O)N1CCN(c2ccccc2NC(=O)Cc2ccc(Cl)cc2)CC1
    -15.4	/	/
- CC(=O)Oc1cc2c(C(C)=O)coc2c2ccccc12
    71.4	-0.68	-0.26
- CC(C)(O)C(=O)NN(C(=O)c1ccccc1)c1cccc(Br)c1
    -10.5	0.28	0.38
- O=C(NCc1ccccn1)c1cccs1
    16.7	-0.48	0
- COc1ccc(C(=O)Nc2ccc(N3CCN(c4ccc(OC)cc4)CC3)c(C#N)c2)cc1
    /	-0.52	-0.87
- COc1ccccc1CNc1ccc2nnc(CCNC(=O)c3ccccc3)n2n1
    52.9	/	/
- Cc1cc(NC(=O)CSc2nc3ccccc3c(=O)n2CCCC(=O)NCc2ccco2)n[nH]1
    -16.7	0.75	0.9
- O=C(O)c1cccc(-c2ccc(/C=N/NC(=O)c3cccnc3)o2)c1
    23.5	0.57	1.09
- Cc1cc(C)n(/N=C/c2cccc([N+](=O)[O-])c2)c(=O)c1
    58.3	0.62	1.08
- CCN(Cc1ccccc1)c1ccc(/C=N/N2CCOCC2)cc1
    7.1	-0.09	0.25
- COc1cc(NC(=O)C2CCCC2)c(OC)cc1Cl
    /	0.54	-0.06

# Additional results.
# Each structure is followed by: Insulin prom inh	SDO1 yeast rescue Rescue 24 h	SDO1 yeast rescue
- Cc1ccc2nsnc2c1NC(=O)c1ccc(-c2cc(Cl)ccc2Cl)o1
    -26.7	-1.17	-2.17
- COc1ccc(CN2CC(C(=O)NCc3cccc(OC)c3)CC2=O)cc1 (stereo unspecified)
    -73.3	1.44	0.78
- COc1ccc(NC(=O)C2CCCN(C)C2)cc1OCC(C)C (stereo unspecified)
    43.8	0.24	1.1
- COc1ccc(-c2nnc3ccc(SCC(=O)Nc4nc5ccccc5s4)nn23)cc1OC
    /	0.9	0.91
- Cc1onc(-c2ccccc2)c1C(=O)Nc1ccc(OC(C)C)cc1
    /	-0.9	-0.82
- C=CCNC(=O)COC(=O)/C=C/c1cccs1
    33.3	/	/
- CCCOc1ccc(-c2csc(NC(=O)CN3C(=O)CCC3=O)n2)cc1
    /	-0.85	-0.98
- Cc1ccc2cc(C#N)c(NCc3ccco3)nc2c1
    /	-0.23	-0.36
- CC1CCCC(C)N1Cc1cn2ccccc2n1 (stereo unspecified)
    -7.7	-1.19	-0.75
- Cc1ccc(Oc2ccc3c(c2)C(=O)N(c2ccc(S(=O)(=O)Nc4nccs4)cc2)C3=O)cc1
    22.2	0.96	0.76
- COc1cccc(NC(=O)/C=C/c2ccco2)c1
    61.1	/	/
- Cc1ccc(C(=O)Nc2sc3c(c2C(=O)NCc2ccco2)CCCC3)cc1
    -457.1	1.98	1.28
- COc1cc(CNC(C)c2ccccc2)c(Br)cc1OCC(N)=O (stereo unspecified)
    10.0	0.39	0.62
- OC(Cc1cccnc1)(Cc1cccnc1)c1cc2ccccc2[nH]1
    27.6	0.18	0.41
- Cc1cc(C)c(C#N)c(SCC(=O)NC(C)(C)C)n1
    /	0.14	0.38
- O=C(C1=C(O)C(=O)N(CC2CCCO2)C1c1cccnc1)c1ccco1 (stereo unspecified)
    /	-0.13	-0.48
- O=C(COc1ccccc1)NCC1CCCO1 (stereo unspecified)
    -22.7	0.97	1.1
- COc1ccc(C(=O)C(CN2CCOCC2)c2ccccc2)cc1F (stereo unspecified)
    71.4*	-0.64	-1.02
- Cc1cc(C)n(CC2CC(=O)N(c3cc(Cl)cc(Cl)c3)C2=O)n1 (stereo unspecified)
    /	-0.13	0.08
- COC(=O)c1ccc(C2C(Oc3ccc(OC)cc3)C(=O)N2CCc2ccc(OC)c(OC)c2)cc1 (stereo unspecified)
    15.2	0.85	-0.52
- Cc1nc(SCC(=O)N2CC(=O)Nc3ccccc32)c2c(C)c(C)sc2n1
    3.3	-0.84	-0.53
- CC(C(=O)NC1CCCC1)N(Cc1ccco1)C(=O)c1snc(C(=O)NC2CCCC2)c1N (stereo unspecified)
    /	-1.05	-0.83
- O=C(COc1ccccc1)NNC(=S)NC(=O)c1ccccc1
    36.4	/	/
- Cc1cc(-c2nnc(CCC(=O)N(C)Cc3ccsc3)o2)no1
    25.0	/	/
- O=C(CSc1ncn[nH]1)Nc1ccc(S(=O)(=O)Nc2ncccn2)cc1
    41.7	/	/
- CCOc1cc(N2CCOCC2)c(OCC)cc1NC(=O)Cc1ccc(OC)c(OC)c1
    0.0	-0.47	-0.37
- COc1ccc(C(=O)NC(Nc2ccccc2)C(Cl)(Cl)Cl)cc1 (stereo unspecified)
    ?	-0.95	-1.45
- COc1ccc(CNC(=O)CN(c2cc(C)cc(C)c2)S(=O)(=O)c2c(C)noc2C)cc1
    /	-0.61	-0.65
- CC(=O)NC1CSCC1OC(C)=O (stereo unspecified)
    -42.9	1.86	1.46
- CC(C)(C)NC(=O)NC(=O)COC(=O)CNC(=O)C1CCCCC1
    57.1	/	/

# Reformatted with the structure last: 3 of the compounds above
Insulin prom inh	SDO1 yeast rescue Rescue 24 h	SDO1 yeast rescue	molecule
?	-0.95	-1.45	COc1ccc(C(=O)NC(Nc2ccccc2)C(Cl)(Cl)Cl)cc1 (stereo unspecified)
/	-0.61	-0.65	COc1ccc(CNC(=O)CN(c2cc(C)cc(C)c2)S(=O)(=O)c2c(C)noc2C)cc1
-42.9	1.86	1.46	CC(=O)NC1CSCC1OC(C)=O (stereo unspecified)

# Reformatted as tab-separated lines: part of the list above
SMILES	Insulin prom inh	SDO1 yeast rescue Rescue 24 h	SDO1 yeast rescue
CCCCOC(=O)Nc1nc2ccccc2s1	-60.0	-0.96	-0.49
Cc1nn(CC(=O)NCCN2CCOCC2)c(C)c1[N+](=O)[O-]	33.3	2.18	1.53
COc1ccc(S(=O)(=O)n2cnc3cc(C)c(C)cc32)cc1C	/	-1.06	-1.14

# (continued)
# Each structure is followed by: Insulin prom inh	SDO1 yeast rescue Rescue 24 h	SDO1 yeast rescue
- CCOC(=O)c1sc2nc(C(C)C)c3c(c2c1N)CC(C)(C)OC3
    -6.7	0.68	-0.32
- CCCCN=CC1=C(O)C(C(=O)OC)C(C)(C)CC1=O (stereo unspecified)
    /	-1.23	-0.56
- CC1=C(C(=O)Nc2ccc(F)cc2)C(c2cccc(C)c2)n2nc(CCCO)nc2N1 (stereo unspecified)
    -20.0	-0.47	0.4
- Cc1ccc(S(=O)(=O)N(C)c2ccc(N)cc2)cc1
    -3.3	1.1	0.78
- Cc1ccc(S(=O)(=O)/N=C(/c2ccc(F)cc2)N2CCCC2)cc1
    -21.4	/	/
- Clc1ccc(-c2nnc(NC3=NCCCCC3)o2)cc1
    -18.2	-0.39	-0.23
- CCOCCCNC(=S)N1CCC(C(=O)c2ccc3c(c2)OCCO3)CC1
    -21.1	/	/
- O=C(CCC(=O)c1cccs1)Nc1nnc(C2CC2)s1
    /	-0.08	0.12
- ONC(=Nc1ccccc1)c1ccccc1Cl
    2.2	0.07	0.47
- S=C(NCCc1ccccc1)Nc1ccc(Br)cn1
    41.2	/	/
- O=C(CCS(=O)(=O)c1cccs1)NC1CCCCCC1
    -93.3	-0.37	-0.11
- COc1ccc(-c2cc3nc4n(c(=O)c3s2)CCC4)cc1
    -21.1	-1.05	-1.58
- N#Cc1c(-c2ccc(Cl)cc2)ccn2nc(CCC(=O)O)nc12
    /	0.23	0.79
- CCC(=O)n1nc(-c2ccc(OC)cc2)nc1SC
    89.2*	1.04	0.71
- COc1ccccc1C(=O)NC(=S)Nc1ccc(NC(=O)c2cccs2)cc1
    16.7	0.93	-0.23
- Cc1ccc(OCCSc2nnc(C)c(=O)n2N)cc1
    35.7	/	/
- COc1cc2nc(C3CCC3)nc(N3CCN(c4ccccn4)CC3)c2cc1OC
    /	-1.28	-1.27
- CC1CCC(C(=O)NC(C(=O)NCc2cccnc2)C(C)C)CC1 (stereo unspecified)
    -37.1	0.66	0.84

# Screening results deposited in PubChem BioAssay by several laboratories.

# Some of the compounds tested; the hit share may differ from the screen's.
